hIAP activ = human IAP activation | activation factor at 10 µM | P09923 | 330,000 compounds, 0.16% hits | purified human IAP, CDP-Star luminescence, 30 min; active compounds read high; 1 = vehicle-only enzyme, 0 = enzyme-free background;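 active means activation factor of the enzyme at least 2-fold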; further: the source names both 10 and 20 µM as test concentration; values of inactives mirror those of a sister screen read the other way
Target sequence (P09923 whole entry, looked up): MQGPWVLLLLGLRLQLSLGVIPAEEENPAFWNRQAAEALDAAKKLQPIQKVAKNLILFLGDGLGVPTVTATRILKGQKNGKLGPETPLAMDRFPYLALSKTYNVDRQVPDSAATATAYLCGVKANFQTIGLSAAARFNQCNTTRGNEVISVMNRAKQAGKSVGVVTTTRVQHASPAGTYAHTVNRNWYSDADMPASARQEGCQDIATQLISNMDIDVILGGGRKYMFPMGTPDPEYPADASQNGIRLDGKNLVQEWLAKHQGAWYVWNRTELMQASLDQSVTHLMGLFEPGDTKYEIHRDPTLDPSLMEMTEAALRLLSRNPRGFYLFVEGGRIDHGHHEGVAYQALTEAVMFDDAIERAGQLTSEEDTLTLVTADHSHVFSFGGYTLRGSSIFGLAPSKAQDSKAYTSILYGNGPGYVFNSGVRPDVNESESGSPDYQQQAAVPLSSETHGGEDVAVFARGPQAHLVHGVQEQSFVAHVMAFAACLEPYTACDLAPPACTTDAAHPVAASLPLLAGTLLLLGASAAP
GRIN3A LBD mod = modulators (binders) of human NR3A ligand-binding domain; 340,000 compounds, 2.5% hits; NR3A LBD differential scanning fluorimetry, Tm shift; 0% = protein alone, 100% = glycine-bound protein; Tm shift relative to glycine control, % at 25 µM; AID 1259313;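 active means melting temperature shift of at least 10% of the positive control shift, at one fixed dose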
SENP6 block = inhibitors of human SENP6 protease; 330,000 compounds, 1.8% hits; Recombinant SENP6 catalytic domain, aminoluciferin luminescence; Q9GZR1; inhibition, % at 10 µM;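 active means inhibition above about 50% at the single tested dose, limit read from the data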;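 further: plate controls were DMSO wells with enzyme for no effect and DMSO wells lacking enzyme for full effect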
SENP8 block = blocks human SENP8 cleavage of Nedd8 substrate. inhibition, % at 20 µM. Q96LD8. recombinant SENP8, Nedd8 substrate fluorescence. 360,000 compounds, 0.64% hits. AID 602440; in the data active means inhibition mostly above about 40%, no sharp cut-off; inactive means mostly below about 27%
SENP1 inh = SENP1 (human) catalytic domain inhibition | inhibition, % at 10 µM | 360,000 compounds, 0.21% hits | recombinant SENP1 catalytic domain, CyPet-SUMO1-YPet FRET cleavage;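 active means inhibition at least 30% at 10 µM, raw YFP signal under a set limit, fluorescence ratio 0.5 to 1.5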;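 further: 0% = enzyme with DMSO and 100% = no enzyme wells; some results filed as inactive read as strong as hits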
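System: Recombinant human SENP1 catalytic domain, His6-tagged | Incubation: Enzyme reaction for 50 min at room temperature, dark | Medium: Tris pH 8 with BME, BSA, NP40 and catalase | Also added: 25 nM SUMO1 FRET substrate | Compound: 10 µM single point, 0.5% DMSO | Measured by: FRET fluorescence in CFP and YFP emission channels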
PfG6PD inh = PfG6PD (Plasmodium falciparum) enzyme inhibition. PfGluPho enzyme, NADPH resazurin-diaphorase fluorescence. inhibition, % at 20 µM. 350,000 compounds, 0.78% hits;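 active means inhibition reaching at least a set limit at 20 µM in the primary screen, cut at about 59% in these data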;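 further: 0% = DMSO wells with substrate and 100% = DMSO wells lacking glucose-6-phosphate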
ATG4B inh = inhibitors of human ATG4B cysteine protease; Q9Y4P1; ATG4B cleavage of LC3-PLA2, NBD-HPC fluorescence, 1 h; inhibition, % at 8.33 µM; 340,000 compounds, 0.51% hits; in the data active means inhibition above about 40%
Target sequence (Q9Y4P1 whole entry, looked up): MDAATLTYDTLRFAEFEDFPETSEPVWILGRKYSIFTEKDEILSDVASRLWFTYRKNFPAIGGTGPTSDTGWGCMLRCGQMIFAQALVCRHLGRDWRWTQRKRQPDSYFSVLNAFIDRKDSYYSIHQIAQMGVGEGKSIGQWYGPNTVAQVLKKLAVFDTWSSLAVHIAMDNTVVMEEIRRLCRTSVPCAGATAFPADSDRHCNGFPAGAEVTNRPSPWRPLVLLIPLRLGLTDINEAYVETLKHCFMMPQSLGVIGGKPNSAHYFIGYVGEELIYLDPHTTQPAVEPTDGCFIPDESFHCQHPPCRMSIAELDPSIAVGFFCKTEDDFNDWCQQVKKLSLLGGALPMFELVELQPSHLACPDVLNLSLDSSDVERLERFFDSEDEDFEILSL
MPTP inh = permeability transition pore inhibition; isolated mouse mitochondria, Ca2+ swelling absorbance, 30 min; inhibition, % at 10 µM; 360,000 compounds, 1.4% hits; AID 602449;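 active means inhibition of 50% or more, scaled per plate between neutral and stimulator controls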;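 further: 0% = DMSO wells given calcium and 100% = 1 mM EGTA wells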
* = called active by the depositor; nt = not tested or not shown.

1	O=C(NC1CCSc2ccccc21)c1cccc(Cl)c1 (stereo not given)
2	O=C(c1ccc(-c2ccc([N+](=O)[O-])cc2)o1)N1CCN(S(=O)(=O)c2cccs2)CC1
3	O=C(CSc1nc2ccccc2n1S(=O)(=O)c1cccc([N+](=O)[O-])c1)NCc1cccs1
4	COc1cccc(NC(=O)CN(C)CC(=O)Nc2ccc(C)c(S(=O)(=O)N3CCOCC3)c2)c1
5	COc1ccc(N(CC(=O)N/N=C/c2cccnc2)S(=O)(=O)c2ccccc2)c(OC)c1
6	CCOC(=O)c1c(-c2cccs2)csc1NC(C)=O
7	O=C(NCCCC(=O)N1CCCCC1)c1ccc(Cl)cc1
8	O=C(OCn1ncc(Cl)c(Cl)c1=O)c1ccc(C(F)(F)F)cc1

entry no.	1	2	3	4	5	6	7	8
hIAP activ	0.99	0.94	0.98	nt	1.1	1	0.95	1.1
GRIN3A LBD mod	1	0	0	-2	3	-1	-1	1
SENP6 block	-15	-4	-21	nt	2	-4	0	-16
SENP8 block	6	-46	11	16	6	-44	6	26
SENP1 inh	-2	2	-1	2	-2	-3	1	2
PfG6PD inh	9	22	6	-7	9	-18	-5	8
ATG4B inh	1	-7	-3	-6	-4	-10	8	-6
MPTP inh	0.1	-1.9	1.1	-1.1	-0.7	2.3	-1.2	-0.9

9	COc1ccc(-c2nc(C(F)(F)F)c(OC)o2)cc1OC
10	Cc1ccc(NC(=O)CSc2nnc(-c3ccc(S(=O)(=O)N4CCCC4)cc3)o2)cc1C
11	CCn1c(SCC(=O)N(C)c2c(N)n(Cc3ccccc3)c(=O)[nH]c2=O)nc2ccccc21
12	O=C(O)c1cc(Cl)ccc1-c1ccc(/C=C/c2cc(C(F)(F)F)[nH]c(=O)n2)o1
13	c1cc2c(cc1C1CCCCC1)c1c3n2CCN=C3CCC1
14	c1ccc(N2CCN(CC3CCCCC3)CC2)cc1
15	CCCS(=O)(=O)n1nc(-c2ccc(Br)cc2)cc1N
16	Cc1ccc(-c2cn(-c3ccccc3)c(=S)[nH]2)cc1C

entry no.	9	10	11	12	13	14	15	16
hIAP activ	0.96	1.7	1	0.9	0.99	1.1	1.1	1.2
GRIN3A LBD mod	0	-1	0	1	-2	0	-14	0
SENP6 block	-20	-22	-8	6	-6	-6	-1	81*
SENP8 block	-11	8	8	-374	-419	11	15	12
SENP1 inh	1	1	-2	-24	-6	1	2	0
PfG6PD inh	-1	-10	8	-17	-14	0	7	22
ATG4B inh	4	6	-10	0	-8	-3	-11	-7
MPTP inh	-1.4	-4.4	0.1	-1.2	-8.5	0.5	-0.1	0.3

17	CNC(=O)c1cc(C(=O)c2ccc(C(F)(F)F)cc2F)c[nH]1
18	Cc1noc(NS(=O)(=O)c2ccc(NC(=O)C34CCC(CC3)C4)cc2)c1C
19	COc1ccc(-c2cc3nc(-c4ccccc4)cc(N4CCN(C(C)=O)CC4)n3n2)cc1
20	O=C(Nc1ccccc1C(=O)N/N=C/c1ccco1)c1ccccc1
21	CSc1cccc(NS(=O)(=O)c2ccc(F)cc2)c1
22	S=C1NC2(CCCCC2)N=C1c1ccccc1
23	COc1ccc(NC(=O)CN(C)C(=O)c2oc3ccccc3c2C)cc1
24	COc1cccc(-c2csc(N3CCN(C(=S)NCC(C)C)CC3)n2)c1

entry no.	17	18	19	20	21	22	23	24
hIAP activ	1.1	0.99	nt	1	1.1	0.91	0.91	0.96
GRIN3A LBD mod	-1	1	nt	-9	-3	-4	-1	2
SENP6 block	-10	-6	nt	-22	2	16	-15	1
SENP8 block	17	-1	-337	-23	10	8	0	10
SENP1 inh	3	2	-2	1	1	1	3	-1
PfG6PD inh	4	-7	17	8	3	-23	13	15
ATG4B inh	-7	5	nt	-6	-24	2	-10	8
MPTP inh	-0.4	1.7	-2.1	0.0	3.9	-0.4	0.3	2.4

Part of the list above, field by field.
(18) Cc1noc(NS(=O)(=O)c2ccc(NC(=O)C34CCC(CC3)C4)cc2)c1C
  hIAP activ: 0.99; GRIN3A LBD mod: 1; SENP6 block: -6; SENP8 block: -1; SENP1 inh: 2; PfG6PD inh: -7; ATG4B inh: 5; MPTP inh: 1.7

(21) CSc1cccc(NS(=O)(=O)c2ccc(F)cc2)c1
  hIAP activ: 1.1; GRIN3A LBD mod: -3; SENP6 block: 2; SENP8 block: 10; SENP1 inh: 1; PfG6PD inh: 3; ATG4B inh: -24; MPTP inh: 3.9

(24) COc1cccc(-c2csc(N3CCN(C(=S)NCC(C)C)CC3)n2)c1
  hIAP activ: 0.96; GRIN3A LBD mod: 2; SENP6 block: 1; SENP8 block: 10; SENP1 inh: -1; PfG6PD inh: 15; ATG4B inh: 8; MPTP inh: 2.4

(20) O=C(Nc1ccccc1C(=O)N/N=C/c1ccco1)c1ccccc1
  hIAP activ: 1; GRIN3A LBD mod: -9; SENP6 block: -22; SENP8 block: -23; SENP1 inh: 1; PfG6PD inh: 8; ATG4B inh: -6; MPTP inh: 0.0

(next part)
25	CCCCCN=C(N)N/N=C/c1c[nH]c2ccc(OC)cc12
26	CCCCn1c(N)c(N(Cc2ccccc2OC)C(=O)c2c(CC)noc2C)c(=O)[nH]c1=O
27	COCCCNC(=O)c1ccc2c(c1)nc(C)n2-c1cccc(C)c1
28	COc1cccc(NC(=O)Nn2cnnc2)c1
29	CCOc1ccc(/C=N/NC(=O)c2csc(C)c2C)c(OCC)c1
30	Cc1csc(CNc2ncnc3ccc(-c4ccoc4)cc23)c1
31	COc1ccc(C2(C)NC(=O)N(CC(=O)NCc3ccccc3F)C2=O)cc1 (stereo not given)
32	Cn1c(SCCOc2ccc(F)cc2)nnc1-c1ccncc1

entry no.	25	26	27	28	29	30	31	32
hIAP activ	1	1.2	0.95	0.98	0.99	0.9	0.97	0.88
GRIN3A LBD mod	-2	0	-1	-1	-2	-5	-1	-4
SENP6 block	-22	-5	-5	1	0	-1	-18	-3
SENP8 block	1	-26	19	4	-14	-307	5	24
SENP1 inh	0	-5	1	1	3	-2	3	3
PfG6PD inh	-2	2	13	-17	5	3	-16	9
ATG4B inh	22	-3	-4	1	5	-8	-9	-3
MPTP inh	85*	-0.2	3.2	-2.6	-0.9	1.5	0.4	10

33	O=c1n(Cc2ccccc2Cl)c2sc3c(c2c2ncnn12)CCCC3
34	Cc1nn(CC(=O)NCC2CCCO2)c(=O)c2cc3ccccc3n12 (stereo not given)
35	Cc1cc(C(=O)CN2CCCCC2)c(C)n1-c1ccc(F)cc1
36	Cc1nnc(NC(=O)c2ccc3c(c2)C(=O)N(CC2CCCO2)C3=O)s1 (stereo not given)
37	Cc1ccc(-c2cccc(C3CC=CC4C3C(=O)N(Cc3ccccc3)C4c3cc(C)ccc3F)c2)cc1 (stereo not given)
38	Cc1ccc(OCCSc2ncnc3sc(C)c(C)c23)cc1C
39	CCC(=O)N1CCc2cc(S(=O)(=O)NCCC(=O)N3CCc4ccccc4C3)ccc21
40	CN(Cc1ccccc1)S(=O)(=O)c1ccc(OCC(=O)NCc2ccncc2)cc1

entry no.	33	34	35	36	37	38	39	40
hIAP activ	nt	1.2	1	1.4	0.95	1	1.2	1.1
GRIN3A LBD mod	-1	-2	0	3	-3	1	3	-1
SENP6 block	nt	-15	-3	-5	-31	-4	3	8
SENP8 block	25	-107	12	14	-7	-11	14	2
SENP1 inh	-3	2	-5	-1	2	0	-1	-2
PfG6PD inh	-23	-4	14	-12	1	23	-11	-10
ATG4B inh	-12	6	-6	-2	5	6	-7	-1
MPTP inh	4.2	-1.1	1.0	-0.1	1.0	3.4	76*	0.3

41	Fc1cccc(C2NC(=S)NC3=C2N2CCC3CC2)c1 (stereo not given)
42	Cc1ccc(CNC(=O)c2ccc(N3CCCC3=O)cc2)cc1
43	Cc1ccc(C(=O)NC2CCCc3ccccc32)cc1[N+](=O)[O-] (stereo not given)
44	COC(=O)c1scc(S(=O)(=O)c2ccccc2)c1N
45	Cc1ccc(-c2csc3nc(C)n(N)c(=O)c23)o1
46	O=C(O)c1ccc2cccnc2c1O
47	CCC(=O)c1c[nH]c(C(=O)N2CCOCC2)c1
48	CCC(C(=O)OC)(C(=O)OC)c1ccc([N+](=O)[O-])cc1

entry no.	41	42	43	44	45	46	47	48
hIAP activ	0.94	0.88	1	0.94	1.1	1.2	1	0.91
GRIN3A LBD mod	0	1	-2	1	-1	2	0	1
SENP6 block	-1	2	-22	-1	-2	9	-13	-7
SENP8 block	10	12	5	-402	-6	5	-5	7
SENP1 inh	1	1	-1	-11	1	2	1	4
PfG6PD inh	-13	-1	1	-11	6	9	-2	6
ATG4B inh	-7	-8	11	-15	-9	-8	-4	7
MPTP inh	0.3	-1.9	0.4	-2.1	0.4	0.5	-0.8	0.2

49	COc1ccc(/C(N)=N/OC(=O)c2ccc(OC)c([N+](=O)[O-])c2)cc1OC
50	CC(NC(=O)OC(C)(C)C)C(=O)Oc1ccc2ccc(=O)oc2c1 (stereo not given)
51	Cc1nc(SC(C)C(=O)Nc2c(C)n(C)n(-c3ccccc3)c2=O)nc(C)c1C (stereo not given)
52	Cn1nnnc1SCCNCc1cccc2ccccc12
53	COc1ccc(C/C(N)=N/OC(=O)Cc2ccc(OC)c(OC)c2)cc1
54	COc1ccc(N2CC(C(=O)N3CCN(c4ccccc4OC)CC3)CC2=O)cc1 (stereo not given)
55	COc1ccc(CNC(=O)CCNS(=O)(=O)c2ccc3c(c2)oc(=O)n3C)cc1
56	Cc1ccc(NC(=O)CSc2n[nH]c(C)c2[N+](=O)[O-])cc1

entry no.	49	50	51	52	53	54	55	56
hIAP activ	0.94	0.76	0.9	0.93	0.78	0.95	0.78	0.9
GRIN3A LBD mod	8	-2	1	0	-2	1	4	4
SENP6 block	3	-2	-6	4	1	-3	5	8
SENP8 block	11	-488	24	12	8	7	10	10
SENP1 inh	1	-61	3	1	3	-1	0	1
PfG6PD inh	-2	3	6	1	-12	18	-10	-10
ATG4B inh	-16	4	2	-2	1	-11	5	4
MPTP inh	-0.8	-0.3	-0.3	-3.2	-0.9	-0.5	-0.5	3.7

57	CC(C)CC(=O)NC(=S)Nc1ccc(F)cc1F
58	CCCC(=O)N=C1SC2CS(=O)(=O)CC2N1c1ccc(-c2nc3ccc(C)cc3s2)cc1 (stereo not given)
59	O=C(NNC(=O)C1C2CCC(C2)C1C(=O)O)c1ccc(Cl)cc1 (stereo not given)
60	COC(=O)c1csc2c(C(F)(F)F)cc(N3CCN(C(=O)Nc4ccccc4)CC3)nc12
61	CCC1=C(c2cc(OC)c(OC)c(OC)c2)C2(CCCC2)C(=O)O1
62	CC(C)OCCCNS(=O)(=O)c1ccc2c(c1)oc(=O)n2C
63	CC(C)c1cccc(C2=CC(=O)C[C@H](c3ccc4c(c3)OCO4)C2)c1
64	CCNC(=O)C12CCC(C)(C(=O)C1Br)C2(C)C (stereo not given)
65	COc1cc(OC)c(/C=C2\SC(=O)N(CC(=O)Nc3ccccc3F)C2=O)c(OC)c1
66	Cc1cccc(OCc2nnc(SCC(=O)Nc3ccc(N4CCOCC4)cc3)o2)c1
67	COc1ccc(NC(=O)c2cnn(-c3ccccc3)c2C)cc1OC

entry no.	57	58	59	60	61	62	63	64	65	66	67
hIAP activ	1.1	0.87	0.98	1.1	1.1	0.91	0.84	1	0.98	1.1	0.89
GRIN3A LBD mod	-2	-3	-2	-2	1	5	-1	-2	0	4	-2
SENP6 block	11	-1	-2	1	-10	-14	9	5	-4	-6	52*
SENP8 block	8	-447	6	-449	17	11	14	-14	-22	9	14
SENP1 inh	0	-67	2	-202	2	4	0	-1	-51	2	-3
PfG6PD inh	0	2	-1	3	-26	7	23	-16	12	2	-5
ATG4B inh	0	-13	0	-1	6	1	-4	3	-4	-11	2
MPTP inh	1.0	1.9	-2.4	3.0	1.5	-1.4	3.4	0.8	-0.5	0.3	0.9

No enrichment for hits; 6.7% or so of the library scored in one or more.
